Assay outcomes deposited in PubChem BioAssay by National Center for Advancing Translational Sciences (NCATS).
HP1b chromo inh: HTS for Inhibitors of HP1-beta Chromodomain Interactions with Methylated Histone Tails | actives 0.56% (n = 390,000) | Potency, µM (titrated, usually from 114 µM), inactives show at the top dose activity change, negative = inhibition, hits mostly inhibitors | Chromobox protein homolog 1 (Homo sapiens), P83916 | AlphaScreen HP1-beta / biotin-H3K9me3 peptide binding | AID 540317, 2011; further: potency means the concentration at half of the fitted maximal effect; nearly all actives have a fitted effect of over 70% in size; inactives centre near 23
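HP1-beta protein (50 nM final) preincubated 30 min at room temperature with biotinylated H3(1-18)K9me3 peptide (50 nM) in PBS pH 7.4, 0.01% Tween-20, then compound added for 30 min. AlphaScreen streptavidin donor/nickel chelate acceptor beads (10 ug/mL final), 30 min dark, luminescence read.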
BAZ2B block: qHTS Assay for Inhibitors of BAZ2B; Potency, µM (top dose mostly 114 µM), without a hit: at the top dose activity change, negative = inhibition, usual class: inhibitors; AlphaScreen BAZ2B-H3K14Ac peptide displacement; actives 4.4% (n = 360,000); Bromodomain adjacent to zinc finger domain protein 2B (Homo sapiens), Q9UIF8; further: potency means the concentration at half of the fitted maximal effect; on the % scale 0 is the no-effect control and ±100 the full control effect; nearly all actives have a fitted effect of over 60% in size
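Protein-peptide AlphaScreen: BAZ2B 50 nM, b-H3K14Ac 50 nM, 1x PBS pH 7.4 + 0.01% Tween-20. Preincubation 30 min RT; cpd 30 min RT (top 110 uM); beads 20 min RT, light-protected.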
RGS4 inhibitor: Inhibitors of Regulator of G Protein Signaling (RGS) 4: qHTS. Regulator of G-protein signaling 4 (Homo sapiens), P49798. Transcreener GDP fluorescence polarization, RGS4-accelerated GTP hydrolysis. Potency, µM (series often up to 114 µM), without a hit: at the highest dose activity change, negative = inhibition, actives largely listed as inhibitors. actives 0.039% (n = 390,000). AID 504845, 2011; further: potency means the concentration at half of the fitted maximal effect; on the % scale 0 is the no-effect control and ±100 the full control effect; nearly all actives have a fitted effect of over 75% in size; some results filed as inactive show a strong effect at the top dose
Target sequence (P49798 whole entry, looked up): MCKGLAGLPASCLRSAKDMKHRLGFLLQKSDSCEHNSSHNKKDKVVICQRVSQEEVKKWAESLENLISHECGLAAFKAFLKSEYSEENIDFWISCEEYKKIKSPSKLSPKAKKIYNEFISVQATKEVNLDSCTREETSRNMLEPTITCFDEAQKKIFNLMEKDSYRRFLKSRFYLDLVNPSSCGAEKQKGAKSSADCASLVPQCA
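MLSMR compounds (23 nl, pin-transferred) preincubated 10 min at room temperature with a 500nM (2x) first reagent, then RGS4 at 900nM (2x) plus Transcreener GDP mix added; fluorescence polarization (620/688 nm) read before and after 90 min at 30 °C.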
JMJD2A Tudor: qHTS Assay for Inhibitors of JMJD2A-Tudor Domain; Lysine-specific demethylase 4A (Homo sapiens), O75164; AlphaScreen JMJD2A-Tudor / H3K4me3 peptide binding; Potency, µM (highest dose often 114 µM), for the others: at the highest dose activity change, negative = inhibition, actives largely listed as inhibitors; actives 4.4% (n = 390,000); AID 504339, 2011; further: potency means the concentration at half of the fitted maximal effect; on the % scale 0 is the no-effect control and ±100 the full control effect; nearly all actives have a fitted effect of over 50% in size
ERG Ets-DNA blk: qHTS for Small Molecule Inhibitors of the ERG Ets/DNA interaction; Transcriptional regulator ERG (Homo sapiens), P11308; fluorescence polarization, His-ERG Ets domain / labelled DNA; Potency, µM (series often up to 76.9 µM), for the others: at the highest dose FP activity, negative = inhibition, hits mostly inhibitors; actives 0.028% (n = 370,000); AID 624246, 2012; active means well fitted inhibition curve with a large enough effect in the polarisation, with a control signal flat; inconclusive means small, poorly fitted or top-dose-only effect, or effect the other way, or a change in a side signal; inactive means no such curve, though single readings can be large or run the other way; the % refers to the polarisation;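 further: polarization taken with two DNA probes labelled with fluorescein and Texas red; potency means the concentration at half of the fitted maximal effect; % of control where 0% means no effect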
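His-tagged ERG Ets domain (1 uM in the protein solution; 300mM KCl, 50mM Tris-HCl, 1mM EDTA, 1mM DTT, pH 7.5) received compound, then a probe mix of 5 nM fluorescein-DNA and 100nM Texas-615-DNA. Fluorescence polarization was read for both dyes.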
PI4K2A inh: qHTS for small molecular inhibitors of PI4K2A; actives 0.13% (n = 420,000); purified PI4K2A, ADP-Glo luminescence, 1 h; active compounds read low; activity change, negative = inhibition, % at 76.9 µM; in the data active means activity change below about -50%; inconclusive means mostly about -30% to -49%;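 further: -100% = wells without enzyme as full effect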
Target sequence (Q9BTU6 whole entry, looked up): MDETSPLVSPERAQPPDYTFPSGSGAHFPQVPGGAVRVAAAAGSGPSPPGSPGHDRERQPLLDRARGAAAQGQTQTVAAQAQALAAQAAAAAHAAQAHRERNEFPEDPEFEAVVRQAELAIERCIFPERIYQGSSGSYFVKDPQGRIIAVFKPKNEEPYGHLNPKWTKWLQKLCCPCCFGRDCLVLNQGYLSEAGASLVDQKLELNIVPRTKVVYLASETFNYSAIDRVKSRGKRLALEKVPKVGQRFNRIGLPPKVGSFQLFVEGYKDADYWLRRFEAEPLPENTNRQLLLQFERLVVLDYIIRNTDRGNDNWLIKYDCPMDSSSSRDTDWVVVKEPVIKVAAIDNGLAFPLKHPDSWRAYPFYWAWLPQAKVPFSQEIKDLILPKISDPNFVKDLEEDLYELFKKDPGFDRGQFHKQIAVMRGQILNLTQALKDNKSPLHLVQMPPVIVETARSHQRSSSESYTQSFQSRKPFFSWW
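PI4K2A activity was measured by ADP-Glo luminescence: enzyme (4 ug/mL stock) and phosphatidylinositol (1.2 mM stock) in Tris pH 7.5/MgCl2/EGTA/Triton X-100 buffer were reacted with ATP (300 microM stock) for one hour at ambient temperature.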
12-LOX inh: Primary qHTS assay for inhibitors of human arachidonate 12S-lipoxygenase (ALOX12): Round 2. AID 1671190, 2021. Polyunsaturated fatty acid lipoxygenase ALOX12 (Homo sapiens), P18054. actives 1.1% (n = 580,000). Potency, µM (top dose mostly 108 µM), inactives show at the highest dose activity change, negative = inhibition, most hits filed as inhibitors. purified 12hLO, xylenol orange hydroperoxide absorbance; further: potency means the concentration at half of the fitted maximal effect; on the % scale 0 is the no-effect control and ±100 the full control effect
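Purified human 12hLO (150 nM final) in 25 mM Hepes, 0.01% Triton X-100, pH 7.0 was preincubated 15 min at room temperature with compound. Then 40 uM arachidonic acid was added, 30 min. Hydroperoxide was read by Fe-XO absorbance ratio 573/405 nm.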
GLS inhibitor: qHTS for Inhibitors of Glutaminase (GLS); actives 0.21% (n = 410,000); GLS enzymatic activity, qHTS titration; AID 624170, 2012; Potency, µM (top dose mostly 45.5 µM), for inactives: top-dose activity change, negative = inhibition, hits mostly inhibitors; further: potency means the concentration at half of the fitted maximal effect; on the % scale 0 is the no-effect control and ±100 the full control effect
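hKGA in 45 mM KH2PO4 pH 8.2, 0.02% Tween-20 with pin-transferred compounds; 1 mM L-glutamine (stock) plus glutamate oxidase/HRP/Amplex Red coupling added. Fluorescence read initially and after 30 min at RT.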
G9a block: qHTS Assay for Inhibitors of Histone Lysine Methyltransferase G9a; Histone-lysine N-methyltransferase EHMT2 (Homo sapiens), Q96KQ7; G9a H3K9 monomethylation, AlphaScreen, 2 h; Potency, µM (top dose mostly 102 µM), without a hit: at the highest dose activity, negative = inhibition, usual class: inhibitors; actives 8.8% (n = 350,000); further: potency means the concentration at half of the fitted maximal effect; on the % scale 0 is the no-effect control and ±100 the full control effect; nearly all actives have a fitted effect of over 75% in size
Target sequence (Q96KQ7 913-1193 limits assumed): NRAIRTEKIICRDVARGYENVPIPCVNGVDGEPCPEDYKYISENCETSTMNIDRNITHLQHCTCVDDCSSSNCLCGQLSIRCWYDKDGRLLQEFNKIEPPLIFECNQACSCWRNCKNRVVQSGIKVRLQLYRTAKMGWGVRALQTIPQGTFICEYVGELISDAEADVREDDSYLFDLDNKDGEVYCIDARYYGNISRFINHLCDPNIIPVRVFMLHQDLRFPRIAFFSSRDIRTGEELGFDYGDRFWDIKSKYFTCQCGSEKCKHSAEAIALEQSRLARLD
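Methyltransferase reactions run at room temperature for 2 h (20 nM enzyme, 500 nM biotin-H3K9 peptide, 20 uM SAM) after a 15 min compound preincubation; product detected by AlphaScreen beads and anti-H3K9me1 antibody.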
Starred values were filed as active, the others as inactive; ? = inconclusive; / = not tested or not shown; & = joins results of further samples; [ ] = another dose, or the depositor's remark. Unless noted, the call rests on the fitted dose curve; in most records, active means well fitted curve in the direction sought with a large enough effect; inconclusive means small, poorly fitted or top-dose-only effect, or another doubt; inactive means no such curve, though single readings can be large; an effect the other way counts as inactive or inconclusive.

SMILES | HP1b chromo inh | BAZ2B block | RGS4 inhibitor | JMJD2A Tudor | ERG Ets-DNA blk | PI4K2A inh | 12-LOX inh | GLS inhibitor | G9a block
Brc1ccc2nc3c(n2c1)CCCC3 | 46%[activator] | 4% | -17%[11.4 µM] | -8%[11.4 µM] | 1% | -5 | 58%[activator][57.4 µM] | 0% | ?
COc1ccc(C(CC(=O)O)NC(=O)COc2ccccc2)cc1 (stereo not drawn) | 38% | -4% | -39% | -22% | 14% | -4 | 0% | 1% | -14%[59 µM]
CCN1CCN(S(=O)(=O)c2ccc(Oc3ccccc3OC)cc2)CC1 | 2% | -10% | 2% | -16% | -7% | -5 | ? | 2% | -10%
COc1cccc(N2CCN(C(=O)C3Cc4ccccc4N3C(C)=O)CC2)c1 (stereo not drawn) | -8% | -7% | 9% | -17% | -3% | 5 | -24% | 5% | 19%[59 µM]
CCN1C(=O)N[C@@H](c2ccco2)C(C(=O)OC)=C1C | 10% | / | -3% | ? | 12% | -2 | ? | 9% | /
CC(C)Sc1nnc(SCC(=O)N(C)C2CCS(=O)(=O)C2)s1 (stereo not drawn) | 28% | 4% | -6% | -11% | 6% | -4 | 7% | 4% | 12%[59 µM]
COc1ccccc1CNC(=O)COc1cccc(-n2cnnn2)c1 | 20% | -3% | 21% | 0% | 5% | 0 | -15% | 1% | -2%
O=C(CSc1nc2ccccc2c(=O)n1CC1CCCO1)NCc1ccc2c(c1)OCO2 (stereo not drawn) | 14% | -5% | 4% | ? | 1% | -1 | -10% | -6% | -6%
COC(=O)C(C(=O)Nc1ncccn1)C1CCCCCC1 (stereo not drawn) | 40% | -23% | -25% | -5% | -2% | 5 | 0% | 0% | 2%[12.7 µM]
CC(C)c1ccc(NC(=O)NC2CCN(CC(=O)Nc3cccc4ccccc34)CC2)cc1 | 10% | -6% | -3% | -21% | 3% | 3 | 5% | 10% | 13%[59 µM]
CC(C)/C=C/C(=O)N1CCC(N2CCC(C(=O)NCc3ccccn3)CC2)CC1 | 23%[57 µM] | -18% | 4% | -4% | 3% | 2 | 14% | -4% | 8%
COc1ccc(NC(=O)COC(=O)C2CC(=O)N(c3ccc(OC(C)C)cc3)C2)cc1 (stereo not drawn) | 17% | -1% | 15% | -4% | 1% | -2 | -15% | 7% | 11%
C=Cn1cc[n+](CC(=O)c2ccc(Cl)c(Cl)c2)c1 | 35% | -8% | 3% | 5% | -5% | 2 | ? | 1% | ?
COc1ccccc1C(=O)NC(=O)Nc1nc(-c2ccccc2)cc(C(F)(F)F)n1 | 6% | 4% | -30%[56.9 µM] | ? | 12% | -4 | 2% | 18% | -1%[12.7 µM]
Cc1ccc(NC(=O)C2CCN(c3nnc(C)c4c(C)n(-c5ccccc5)nc34)CC2)cc1Cl | 32% | 3% | 2% | -5% | -8% | -7 | -1% | 4% | -1%[59 µM]
CC(=O)/C=C(\C)Nc1c(C)n(C)n(-c2ccccc2)c1=O | 4% | 3% | 3% | -9% | 4% | -3 | 13% | 0% | 3%
Cc1cc(C)n2nc(SCC(=O)Nc3c(C)nn(-c4ccccc4)c3C)nc2n1 | 3% | 4% | -13%[56.9 µM] | -16%[57.1 µM] | 0% | 2 | -18% | 5% | 4%[12.7 µM]
CC(=O)c1ccccc1C(=O)N(C)C1CCCN(Cc2ccccc2F)C1 (stereo not drawn) | 19% | 10% | 1% | -6% | 28% | 4 | 2% | 4% | /
Cc1cc(C)c(NC(=O)COC(=O)CSc2ccc(Br)cc2C)c(C)c1 | 7% | 2% | 17% | -20% | 1% | 4 | 9% | 6% | 3%[59 µM]
O=C1c2ccccc2NC2CCCCC12 (stereo not drawn) | 7% | -3% | 6% | -8% | / | 0 | -1%[57.4 µM] | 18% | -6%
COc1ccc(-c2nnc(SCC(=O)N(C)C3CCS(=O)(=O)C3)n2N)cc1OC (stereo not drawn) | 39%[activator] | -5% | -13% | -8% | -4% | -1 | -2% | -1% | ?
NC(=O)COc1ccc(-c2noc(COc3ccccc3[N+](=O)[O-])n2)cc1 | 39% | 0% | -13% | -11% | -19% | -5 | 8% | 0% | 8%
O=C(NCCC1=CCCCC1)c1ccc(Br)o1 | 48%[activator] | -1% | 4% | -2% | -4% | 0 | ? | 11% | 6%[12.7 µM]
C/C(=N\NC(=O)CSc1nc2ccccc2o1)c1ccc(O)cc1 | 19% | -19% | 1% | -15% | -5% | 5 | -6% | ? | 16µM*
O=C(COc1nncc2ccccc12)Nc1c(F)c(F)c(F)c(F)c1F | 8% | -4% | -29% | -5% | -5% | -10 | 6% | 4% | 7%
CC1=CC(c2ccc(Cl)cc2)n2nc(NC(=O)CCC(=O)O)nc2N1 (stereo not drawn) | 9% | 50µM* | -21% | ? | -3% | -1 | -6% | 10% | 20µM*
O=C(NN=Cc1ccc2c(c1)OCO2)C1CC1 | 16% | / | -19% | 1% | -7% | 1 | -14% | -4% | /
Cc1nn(C)c(Oc2ccccc2)c1CCNS(=O)(=O)c1ccc(F)cc1 | 24% | 9% | 3% | -1% | 3% | 3 | -7% | 7% | 11%[59 µM]
CCCSCCCNC(=O)CN1C(=O)COc2ccc(S(=O)(=O)N3CCCC3)cc21 | 25%&31% | -20%&-15% | 28%&-3% | -25%&-4% | -5%&-3% | -2&-1 | 0%&-25% | 2%&-2% | 27%
Cc1ccc(S(=O)(=O)Nc2ccc3nc(C)sc3c2)c(C)c1 | 34% | 8% | -19% | 2% | -3% | 8 | ? | -3% | 5%[12.7 µM]
O=C(CSc1nnc(C2CC2)n1C1CC1)c1cccs1 | 26% | / | -23% | 3% | 16% | -1 | -11% | 6% | /
CCC(Oc1ccccc1F)C(=O)Nc1ccc2c(c1)n(C)c(=O)n2C (stereo not drawn) | 25% | -8% | 7% | -21% | 22% | -1 | 6% | -1% | /
COc1ccc(Cl)cc1Nc1nc(-c2sc(NC(=O)C(C)(C)C)nc2C)cs1 | 1% | ? | -41% | ? | 9% | -4 | ? | 1% | ?
CC(=O)[C@@]1(O)CCC2C3C=CC4=CC(=O)CC[C@]4(C)C3CC[C@@]21C (stereo partly drawn) | 52%[activator] | 3% | -18% | 8% | -2% | 2 | 182%[activator] | -5% | 0%[12.7 µM]
COc1ccc(C2c3ccc(O)cc3Oc3ncn(CCCO)c(=N)c32)cc1 (stereo not drawn) | 49%[activator] | -1% | 17%[56.9 µM] | -18% | 15% | 2 | -1% | 20% | 0%[12.7 µM]
C[C@H](CO)N1C[C@H](C)[C@@H](CN(C)C(=O)Nc2ccccc2)Oc2ccc(NC(=O)Nc3ccc4c(c3)OCO4)cc2C1=O | 5% | / | -12% | -43% | 5% | -2 | 0% | 21% | /
COc1ccc(Br)cc1C1CC(=O)N2CN(Cc3ccccc3)CSC2=C1C#N (stereo not drawn) | -14% | -36% | ? | ? | 2% | -2 | ? | 0% | 1.4µM*
COc1ccc(CNC(=O)C2CCCN(S(=O)(=O)c3ccc(F)cc3)C2)cc1 (stereo not drawn) | 30% | 0% | 17% | -10% | -3% | -2 | 343%[activator] | -15% | /
COc1ccccc1/C=N/N1C(=O)c2cccc3cccc(c23)C1=O | 20% | -8% | -15% | 5% | ? | 5 | -1% | -6% | -35%
COc1ccccc1C1/C(=C(/O)c2ccc(Cl)cc2)C(=O)C(=O)N1CCN1CCOCC1 (stereo not drawn) | 23% | ? | 11% | ? | 0% | -7 | -12% | 14% | ?
COc1ccc(CCNC(=O)CSc2nc3[nH]c(=O)cc(O)c3s2)cc1 | 32%[activator] | 2% | -5% | -13% | 7% | -2 | 160%[activator] | 6% | 13%[12.7 µM]
COc1ccc(Nc2nc(-c3cccc(Cl)c3)c3c(n2)-c2ccccc2OC3)cc1 | 34% | 7% | -1% | 6% | -2% | -1 | -7% | 3% | -7%[59 µM]
COc1ccc([C@@H]2CC=C(C(=O)O)[C@H](c3ccc(Cl)cc3)N2S(=O)(=O)c2ccc(Cl)cc2)cc1 | 57%[activator] | 3% | 2% | -20% | -2% | -3 | ? | 18% | 0%[2.33 µM]

Not all compounds are listed; rates above refer to the full screens.
